CRFR2-BP antag: blocks CRF-induced signaling of the CRF-BP/CRF-R2 complex; HEK293 CRF-R2/CRF-BP, CRF-induced calcium fluorescence; inhibition, % at 11.8 µM; hit rate 0.59% among 350,000; AID 588475;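 active means inhibition of the ligand-induced calcium signal above about 50% at the single tested concentration, limit read from the data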
IDE inh: inhibits human insulin-degrading enzyme in HEK cells; AID 434962; inhibition, % at 5.59 µM; FAbetaB cleavage, fluorescence polarization; hit rate 0.41% among 320,000; P14735;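 active means percent inhibition above the average of all tested compounds plus 3 SD, set per screening campaign, cut at about 16% in these data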;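 further: IDE supplied by intact live HEK cells; FP after avidin binding of uncleaved biotin substrate so inhibition keeps polarization high; 0% = DMSO wells and 100% = 60 µM reference IDE inhibitor Ii1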
Target sequence (P14735 whole entry, looked up): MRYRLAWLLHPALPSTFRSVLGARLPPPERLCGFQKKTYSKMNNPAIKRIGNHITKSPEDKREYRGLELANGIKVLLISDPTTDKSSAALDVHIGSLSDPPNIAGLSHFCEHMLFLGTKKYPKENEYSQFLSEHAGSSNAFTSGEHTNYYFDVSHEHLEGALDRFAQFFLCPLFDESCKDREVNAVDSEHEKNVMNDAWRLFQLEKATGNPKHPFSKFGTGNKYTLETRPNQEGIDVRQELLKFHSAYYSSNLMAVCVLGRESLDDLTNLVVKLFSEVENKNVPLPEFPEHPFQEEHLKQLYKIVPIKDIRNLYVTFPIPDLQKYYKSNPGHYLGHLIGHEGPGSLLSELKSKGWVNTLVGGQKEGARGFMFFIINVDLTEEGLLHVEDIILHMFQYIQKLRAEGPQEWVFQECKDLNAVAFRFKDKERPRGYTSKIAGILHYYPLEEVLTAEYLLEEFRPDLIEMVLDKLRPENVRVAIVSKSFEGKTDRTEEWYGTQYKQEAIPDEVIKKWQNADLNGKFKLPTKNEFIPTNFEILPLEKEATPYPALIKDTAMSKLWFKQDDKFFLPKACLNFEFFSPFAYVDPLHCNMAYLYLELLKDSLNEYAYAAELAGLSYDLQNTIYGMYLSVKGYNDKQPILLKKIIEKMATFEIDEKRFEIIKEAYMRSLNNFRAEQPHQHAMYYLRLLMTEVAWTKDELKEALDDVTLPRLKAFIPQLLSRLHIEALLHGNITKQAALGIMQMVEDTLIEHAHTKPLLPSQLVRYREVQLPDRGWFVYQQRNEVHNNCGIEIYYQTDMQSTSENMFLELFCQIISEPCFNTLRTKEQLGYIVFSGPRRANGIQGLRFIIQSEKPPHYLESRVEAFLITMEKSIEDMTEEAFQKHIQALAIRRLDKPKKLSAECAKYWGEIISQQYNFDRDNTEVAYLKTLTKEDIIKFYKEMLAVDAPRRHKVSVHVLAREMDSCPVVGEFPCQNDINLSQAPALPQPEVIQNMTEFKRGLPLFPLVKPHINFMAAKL
IMP-1 inhibitor: inhibitors of Pseudomonas aeruginosa IMP-1 metallo-beta-lactamase | purified IMP-1, nitrocefin hydrolysis, epi-absorbance fluorescence | inhibition, % at 5.6 µM | hit rate 0.45% among 290,000 | AID 1556;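 active means inhibition above the mean plus 3 SD of all compounds in the same screening run, cut at about 4.5% in these data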;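 further: 0% = IMP-1 with DMSO and 100% = DMSO wells lacking enzyme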
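Test system: recombinant IMP-1 enzyme, purified / Medium: HEPES buffer pH 7.1 with ZnSO4 and Brij 35 / Doses: single dose, 5.6 µM / Times: 25 °C, 15 min preincubation, 25 min reaction / Detection: Epi-absorbance via hydrolysed-nitrocefin quenching of white-plate fluorescence, 480/530 nm, EDTA stop / Evaluation: percent inhibition from optical density relative to buffer-blank wells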
pCIP destab: lowers stability of the mouse p/CIP coactivator protein; Q05BA5; F442A p/CIP-EGFP cells, EGFP fluorescence, 16 h; decrease of EGFP signal, % at 10 µM; hit rate 0.01% among 290,000;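 active means EGFP signal decrease of at least 30% at 10 µM or well 3 SD below plate mean, unless failing retest; inactive means the rest, including hits failing retest or dose response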; further: some compounds called inactive have numbers as strong as hits; many of its hits are not listed in these tables
IDE act: boosts human insulin-degrading enzyme activity in HEK cells. FAbeta-B cleavage, fluorescence polarization; 0% vehicle, 100% cell-free pure enzyme wells. activation, % at 5.96 µM. hit rate 0.073% among 340,000. AID 493087;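 active means activation above the mean of all tested compounds plus 3 SD, set per screening campaign, cut at about 17% in these data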
UBC9 SUMO inh: SUMOylation inhibition; P63279; HTRF SUMOylation assay, SAE1/SAE2 + UBC9, in vitro; inhibition, % at 35 µM; hit rate 0.36% among 290,000; in the data active means inhibition above about 50%, passing the limit was not always enough; further: strong numbers were not always called active
VIM-2 inhibitor: inhibitors of Pseudomonas aeruginosa VIM-2 metallo-beta-lactamase; purified VIM-2, nitrocefin hydrolysis, epi-absorbance fluorescence; inhibition, % at 5.6 µM; hit rate 0.89% among 290,000; AID 1527;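 active means inhibition above the mean of all tested compounds plus 3 SD, cutoff set per screening run, cut at about 7.5% in these data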;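 further: red hydrolysis product quenches plate fluorescence so inhibitors raise well fluorescence; 0% = enzyme with DMSO and 100% = DMSO without enzyme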
GalR3 antag: blocks the human galanin receptor 3; O60755; HEK293 GalR3-CNG cAMP membrane potential fluorescence; galR3 body fused to GalR1 C-terminus; inhibition, % at 3 µM; hit rate 0.44% among 360,000; AID 651719;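 active means inhibition above the screen-wide average plus 3 SD, cut at about 13% in these data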;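 further: forskolin and galanin both at EC90 stimulate the cells; cAMP rise reported by CNG channel membrane potential dye signal; 0% = forskolin plus galanin with DMSO and 100% = forskolin alone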
HCV NS3 hel inh: blocks Hepatitis C virus NS3 helicase unwinding. hit rate 0.56% among 290,000. NS3 helicase DNA unwinding, Cy5 molecular beacon fluorescence. AID 1800. inhibition, % at 10.9 µM;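 active means inhibition above the mean of all tested compounds plus 3 SD, set per campaign, cut at about 35% in these data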;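 further: 0% = DMSO wells and 100% = thioflavine S control wells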
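System: NS3 helicase fragment of HCV / Schedule: 1 h at 25 °C / Control set: DMSO alone as 0% and 110 µM thioflavine S as 100% / Reagent: Cy5/quencher beacon DNA duplex and ATP to start / Technique: Cy5 fluorescence / Replication: singlicate / Evaluation: % inhibition of end-to-start signal ratio versus controls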
Starred values were filed as active, the others as inactive; . = no result given.

The line under a structure holds: CRFR2-BP antag, IDE inh, IMP-1 inhibitor, pCIP destab, IDE act, UBC9 SUMO inh, VIM-2 inhibitor, GalR3 antag, HCV NS3 hel inh
1: COc1ccc(NC(=O)CSc2nnnn2C)c([N+](=O)[O-])c1
  -1, 0, -0.9, -6, 1, 12, -3.2, -4, -7
2: CN(C)c1cccc(C(=O)N/N=C/c2ccccc2F)c1
  4, 1, -2.1, -8, 2, 21, -3.4, 2, -1
3: Cn1cccc1/C=N/NC(=O)CSc1nc2ccccc2n1C
  7, 2, -1.0, -7, 7, 4, -1.6, -4, -10
4: CCCN(CCC)C(=O)Cn1c(=O)n(CCCC(=O)NCc2ccco2)c(=O)c2sccc21
  -6, 2, -1.6, 7, -4, 11, -3.3, -5, 7
5: Cc1nc(N2CCN(S(=O)(=O)c3ccc(Br)cc3)CC2)c2c(C)c(C)sc2n1
  11, 2, -0.5, -6, 6, -7, -2.4, 6, 4
6: COC(=O)c1ncccc1SC
  15, -3, -5.9, -8, -4, 4, -1.7, -4, 9
7: CCc1cc2c(=O)c(-n3cnc4ccccc43)coc2cc1O
  7, 8, -1.7, -13, -11, 28, 0.9, -1, -3
8: COc1cc(C(C)=O)ccc1Oc1ccc(S(=O)(=O)N2CCOCC2)cn1
  3, 0, ., ., -4, ., ., -6, .
9: CCCCCCN1Cc2ccccc2C1
  9, 5, -2.8, -4, 1, -1, -3.9, -6, -1
10: O=C(NCc1n[nH]c(=S)n1-c1ccc(Cl)c(Cl)c1)c1ccc(S(=O)(=O)N2CCCCC2)cc1
  1, -3, -0.9, -11, -3, 5, -0.6, -8, -13
11: O=S(=O)(c1ccc(Cl)cc1)N1CCn2c1nc1ccccc12
  -12, -1, -1.9, -3, 1, -11, -2.6, -5, 4
12: COc1cccc(C(=O)N(C)Cc2c(C)nn(C3CCS(=O)(=O)C3)c2C)c1 (stereo not given)
  10, -2, ., ., 5, ., ., -2, .
13: CC1CCN(c2c([N+](=O)[O-])nn(-c3ccc4c(c3)OCCO4)[n+]2[O-])CC1
  -16, 2, -3.2, -19, -2, -8, -1.7, -2, -1
14: COC(=O)c1ccccc1S(=O)(=O)N1CCCC(c2nc3c(nnn3Cc3ccc(C)cc3)c(=O)[nH]2)C1 (stereo not given)
  -4, -16, -0.8, -9, 3, 2, -0.8, -5, -11
15: Cc1c(N=C2N=C(NC(=O)c3ccc(F)cc3)c3ccccc32)c(=O)n(-c2ccccc2)n1C
  -54, -3, -0.5, -49, -3, 13, -2.4, -1, 11
16: Cc1[nH]c2ccccc2c1CN1CCN(c2ccccn2)CC1
  5, -12, -2.1, -6, 1, 16, 0.9, -3, 2
17: CCN(C(=O)COC(=O)c1ccc(=O)n(Cc2ccccc2)n1)C1CCCCC1
  -2, 5, ., ., 5, ., ., -6, .
18: COc1ccc2cc(CN(CCCN3CCOCC3)Cc3nnnn3C3CCCC3)c(=O)[nH]c2c1
  -5, 5, -2.2, -3, -1, -4, -3.1, -11, 6
19: CSCCC(NC(=O)c1ccccc1)C(=O)N1CCN(C(=O)c2ccccc2)CC1 (stereo not given)
  -4, 2, ., ., 1, ., ., -3, .
20: CCN(CC)C(=O)C1CCN(S(=O)(=O)c2ccc(C3CNC(=O)C3)cc2)CC1 (stereo not given)
  10, 3, -1.8, -7, 1, 6, -2.5, 7, -5
21: CCN(C(=O)COC(=O)c1cccnc1)c1cccc2ccccc12
  -1, 4, ., ., -2, ., ., 6, .
22: Cc1ccc(CNC(=O)c2coc(=O)c3ccccc23)o1
  31, -6, -1.3, -1, 3, 14, -2.1, 9, 12
23: O=C(c1ccc(F)cc1)N1CCCC(N2CCN(Cc3ccc4c(c3)OCO4)CC2)C1 (stereo not given)
  -2, 5, -4.2, -17, 4, -2, -0.1, -2, 2
24: O=C(c1ccccn1)N1N=C2/C(=C/c3ccccc3)CCCC2C1c1ccccc1 (stereo not given)
  -29, -4, -1.0, -2, 3, 12, 3.5, -1, -8
25: CC(=O)c1c(C)[nH]c(C(=O)NCc2ccccn2)c1C
  2, 2, 0.5, -2, -1, 7, -2.1, 2, 6
26: CC1CC(C)CN(C(=S)Nc2ccc(SC(F)F)cc2)C1 (stereo not given)
  -48, 6, -3.8, -3, -3, -5, -4.0, -2, 0
27: Cc1cccc(S(=O)(=O)Nc2nc3ccccc3nc2NCc2ccc3c(c2)OCO3)c1
  27, -4, -0.8, 11, 0, 10, -1.0, 2, -2
28: COc1ccc(NC(=O)N2CCN(c3ccc([N+](=O)[O-])cc3)CC2)cc1
  -5, -7, -3.1, -6, -4, 9, -1.1, -8, 8
29: Cc1ccc2c(c1)C(c1ccc(N3CCOCC3)cc1)=NNC(c1cccs1)=N2
  0, 6, -2.1, 7, 4, 16, -1.3, -3, -11
30: Cc1cc(OCC(=O)NCCO)ccc1Cl
  -4, -1, -3.2, 3, 0, 5, -1.3, 3, -9

Reformatted bar-delimited: entries from further up
# | SMILES | CRFR2-BP antag | IDE inh | IMP-1 inhibitor | pCIP destab | IDE act | UBC9 SUMO inh | VIM-2 inhibitor | GalR3 antag | HCV NS3 hel inh
21 | CCN(C(=O)COC(=O)c1cccnc1)c1cccc2ccccc12 | -1 | 4 | . | . | -2 | . | . | 6 | .
22 | Cc1ccc(CNC(=O)c2coc(=O)c3ccccc23)o1 | 31 | -6 | -1.3 | -1 | 3 | 14 | -2.1 | 9 | 12

Next records:
The line under a structure holds: CRFR2-BP antag, IDE inh, IMP-1 inhibitor, pCIP destab, IDE act, UBC9 SUMO inh, VIM-2 inhibitor, GalR3 antag, HCV NS3 hel inh
31: CCOC(CNC(=O)c1ccc2c(c1)ncn2-c1ccc(F)c(F)c1)OCC
  3, 0, -0.5, 13, 5, 10, 1.0, -5, 4
32: O=C1N=c2ccccc2=C1c1sc(=S)n(NC(=O)c2cccc(O)c2)c1O
  65*, ., 0.3, 2, -2, -2, 3.0, -5, 1
33: O=C(CN1CCOC1=O)N1CCCC(N2CCN(c3cccc(C(F)(F)F)c3)CC2)C1 (stereo not given)
  2, 0, -0.6, -5, 3, 10, -3.0, -8, 1
34: O=C(NCC(=O)N1CC=C(c2ccccc2)CC1)c1ccco1
  6, 2, ., ., -14, ., ., -4, .
35: Cc1cccc(NC(=O)[C@H](C)NC(=O)[C@@H]2Cc3ccccc3CN2C(=O)OC(C)(C)C)c1
  -8, 1, -0.4, -1, 5, -2, -0.7, -8, 5
36: CC(C)NC(=O)CSc1nc2ccccc2n1CC(=O)N(C(C)C)C(C)C
  10, ., -2.5, 5, 7, -2, -1.8, -3, -1
37: Cn1cccc1CNC(=S)Nc1ccccc1F
  6, -2, -2.2, 16, -2, 20, -0.4, 12, -3
38: COc1cc(/C=N/n2cnnc2)ccc1OC(=O)c1cccnc1
  6, -1, -3.0, 6, 6, 3, 0.0, -1, -5
39: O=c1[nH]c2ccccc2c2nc3ccccn3c12
  -2, -7, -2.4, 6, -8, 17, 3.0, -3, -1
40: CCOC(=O)CNC(=O)CSc1nc2nc(C)c(Br)cc2[nH]1
  -7, 3, -4.8, 1, -4, 9, -0.7, -1, -1
41: c1cc2c(cc1-c1[nH]ncc1CN1C[C@H]3CC[C@H]1C3)OCO2
  2, 5, -1.4, -4, 4, 18, -0.7, -2, -9
42: O=C(c1cccs1)N1CCCC(c2nc3c(nnn3Cc3ccccc3)c(=O)[nH]2)C1 (stereo not given)
  -2, 7, -0.9, 5, 0, -3, -1.1, 1, 4
43: CCC(=O)NC(=S)Nc1ccc(NC(=S)NC(=O)c2ccc(C)cc2)cc1
  -15, -1, 1.5, -6, 3, 16, -1.4, -5, 5
44: COc1ccc(CN2C(=O)c3ccccc3C(/C=N\OCc3ccc(C)cc3)C2=O)cc1 (stereo not given)
  4, 1, -1.6, 8, 2, -26, -3.2, 1, 14
45: Cc1ccc(N(Cc2cc3ccc(C)cc3[nH]c2=O)C(=O)c2ccco2)cc1
  0, 9, -0.9, 2, 1, 10, -0.5, -7, 2
46: COc1ccc(N2CCN(S(=O)(=O)c3ccc4c(c3)CC(C)N4C(=O)C3CC3)CC2)cc1 (stereo not given)
  -1, 1, -0.9, -21, 4, 22, 0.3, -9, 1
47: COc1cc(C(=O)NNC(=O)C2CSC3(C)CCC(=O)N23)cc(OC)c1OC (stereo not given)
  1, -1, ., ., -1, ., ., 7, .
48: Cc1c(C(=O)N(Cc2ccccc2)Cc2cccs2)cnn1-c1ccc(Cl)cc1
  12, 10, -3.4, -19, ., -27, -2.6, -5, 16
49: O=C1CN(C(=O)CN2CCCC2)C(c2ccccc2)c2cc(Br)ccc2N1 (stereo not given)
  -28, 10, -5.0, 2, 5, -1, -1.0, -4, 1
50: Cc1csc(C(C)N(C)C(=O)CCc2nnc(CCc3ccccc3)o2)n1 (stereo not given)
  17, -3, -2.9, 0, -1, -1, -3.3, 2, 0
51: COc1cccc(OC)c1C(=O)Nc1ccc(C(=O)c2ccncc2)cc1
  28, 2, ., ., 2, ., ., -5, .
52: Cc1ccccc1C(=O)NCC(=O)NC1CC1
  3, 8, ., ., -2, ., ., 0, .
53: COc1ccc(C(=O)c2c(C)c3cc(C)ccc3n2CC(O)CN2CCOCC2)cc1 (stereo not given)
  -1, -2, -1.9, -13, 2, 6, -2.6, -5, -67
54: OC(CNCc1ccc(-c2ccccc2)cc1)c1ccccc1 (stereo not given)
  -42, -7, -2.7, -5, -5, -3, -1.7, -4, -27
55: C[n+]1cnn2c1SCC1(COC1)C2
  9, 3, 3.3, -9, -2, 17, -1.1, -7, -11
56: CC(C)(C)c1ccc(-n2nc(C(N)=O)c(O)cc2=O)cc1
  8, -1, -3.4, -10, 4, 12, -2.2, -4, 19
57: COc1ccc(Nc2nc(C)cc(C)c2C#N)c(OC)c1
  10, 2, -2.8, 1, 0, 11, -0.1, -3, 1
58: CCN(Cc1nc2ccccc2c(=O)[nH]1)C(=O)COc1ccccc1-c1ccccc1
  -8, -4, ., ., -5, ., ., -6, .
59: O=C(CN(Cc1ccccc1)C(=O)CCC(=O)Nc1nccs1)NCc1ccccc1
  -10, -3, -0.8, -8, 3, 15, -1.2, -10, 0
60: Cc1cc(C)nc(N2N=C(C(F)(F)F)CC2=O)n1
  -2, -5, -2.9, 8, 2, -14, -2.4, 3, -7
